Bioassay records: PubChem BioAssay, Vanderbilt High Throughput Screening Facility
AMPAR-TARP mod: modulators of GluA2-stargazin AMPA receptor complexes, primary screen, cell-based, membrane potential dye; AID 1259245, 2017; calls only at 30 µM; HEK293 GluA2+stargazin, membrane potential dye (FDSS), glutamate EC50; hits were called plate by plate, in both directions; Voltage-dependent calcium channel gamma-2 subunit (Mus musculus) + Glutamate receptor 2 …; 40,000 compounds, 3.5% hits;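 active = any of four per-well response measures lying three or more SD from its plate-wide compound average, in either direction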
Target sequence (O88602 whole entry, looked up): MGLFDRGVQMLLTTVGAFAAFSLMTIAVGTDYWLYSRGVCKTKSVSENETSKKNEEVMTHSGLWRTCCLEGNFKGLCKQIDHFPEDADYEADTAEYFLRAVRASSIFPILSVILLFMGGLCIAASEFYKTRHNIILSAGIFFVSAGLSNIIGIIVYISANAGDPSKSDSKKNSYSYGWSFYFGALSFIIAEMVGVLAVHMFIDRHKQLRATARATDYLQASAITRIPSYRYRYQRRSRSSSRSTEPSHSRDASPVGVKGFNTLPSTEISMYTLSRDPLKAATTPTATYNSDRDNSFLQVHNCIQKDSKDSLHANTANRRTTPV
Target sequence (P19491 whole entry, looked up): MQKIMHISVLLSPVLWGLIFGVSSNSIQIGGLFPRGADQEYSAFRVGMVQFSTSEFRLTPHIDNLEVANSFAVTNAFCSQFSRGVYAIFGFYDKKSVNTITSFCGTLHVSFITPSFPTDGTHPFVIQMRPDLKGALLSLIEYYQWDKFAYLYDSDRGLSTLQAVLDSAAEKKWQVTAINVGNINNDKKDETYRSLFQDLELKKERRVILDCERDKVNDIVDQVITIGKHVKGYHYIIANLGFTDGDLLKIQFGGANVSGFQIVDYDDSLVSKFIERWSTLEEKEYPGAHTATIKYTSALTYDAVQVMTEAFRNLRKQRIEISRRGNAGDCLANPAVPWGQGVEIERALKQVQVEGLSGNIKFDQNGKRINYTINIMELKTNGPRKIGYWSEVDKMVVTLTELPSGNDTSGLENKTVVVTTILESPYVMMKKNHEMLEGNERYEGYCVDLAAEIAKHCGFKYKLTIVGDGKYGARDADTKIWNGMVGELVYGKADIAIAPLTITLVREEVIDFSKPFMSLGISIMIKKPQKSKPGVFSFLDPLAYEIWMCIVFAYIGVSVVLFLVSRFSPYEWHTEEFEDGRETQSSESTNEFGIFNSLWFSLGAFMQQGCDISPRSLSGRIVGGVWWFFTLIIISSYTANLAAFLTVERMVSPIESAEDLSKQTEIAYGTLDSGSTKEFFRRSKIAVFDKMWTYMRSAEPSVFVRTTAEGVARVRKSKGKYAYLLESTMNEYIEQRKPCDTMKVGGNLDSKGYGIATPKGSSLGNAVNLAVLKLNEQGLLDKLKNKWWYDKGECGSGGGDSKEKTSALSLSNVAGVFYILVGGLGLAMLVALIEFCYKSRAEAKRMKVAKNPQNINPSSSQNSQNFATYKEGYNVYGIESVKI
AMPAR-TARP mod agonism max-min: recorded beside AMPAR-TARP mod, whose call it bears; compound max-min signal; compound-alone response (agonism);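 unitless range of fluorescence divided by baseline over first 100 seconds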
AMPAR-TARP mod glutamate slope: further read-out of AMPAR-TARP mod, marked with its call; glutamate slope, % of max; measured here: glutamate response slope, % max;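 scaled per plate between vehicle wells and maximal 1 mM glutamate control wells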
Starred values were filed as active, the others as inactive; i = inactive; + = active, no number; & = joins results of further samples. Only part of the results is shown. The share of hits here may be higher or lower than overall.

SMILES	AMPAR-TARP mod	AMPAR-TARP mod agonism max-min	AMPAR-TARP mod glutamate slope
O=C(Nc1ccc2c(c1)N(S(=O)(=O)c1ccc(F)cc1)CCC2)c1cc(-c2ccccc2)on1	i	0.116	48.5
O=C(NCCS(=O)(=O)NCc1ccc2c(c1)OCO2)c1ccccc1	i	0.097	68.1
CN(C)C(CNC(=O)c1ccccc1Br)c1cn(C)c2ccccc12 (stereo not given)	i	0.0605	42.3
COc1ccc(CCNC(=O)Cc2sc(C)nc2C)cc1	i	0.0888	62.5
COCCNC(=O)COc1ccc(C)cc1C(C)(C)C	i	0.0501	81.6
COc1ccc(OC)c(S(=O)(=O)N2CCN(c3ccc(-c4cccs4)nn3)CC2)c1	i	0.0438	33.7
Cc1cc(=O)[nH]c(-n2nc(C3CC3)cc2NC(=O)Cc2ccccc2)n1	i	0.115	68.6
CC(C(=O)Nc1ccccc1Cl)N1C(=O)c2ccccc2S1(=O)=O (stereo not given)	i	0.0606	50.2
O=C(CCn1ccc(=O)[nH]c1=O)NCc1cccc(Oc2ccc(F)cc2)c1	i	0.0785	65.4
CCn1nc(C)cc1C(=O)Nc1nnc(-c2ccc3c(c2)OCCO3)o1	i	0.112	52.2
CCOc1nn(CC)cc1-c1nnc(SCC(=O)NC2CCCCC2)n1C	i	0.0527	41.4
Cc1ccc(C(=O)Nc2ccc(C(=O)NCCNC(=O)COc3ccccc3)cc2)cc1	i	0.117	38.3
O=C(Nc1cccs1)N1CCN(Cc2nc(-c3ccccc3)cs2)CC1	i	0.13	44.0
COCCNc1oc(-c2ccc(S(=O)(=O)N3CCC(C)CC3)cc2)nc1C#N	i	0.128	79.5
COCCCNc1oc(-c2ccc(S(=O)(=O)N3CCC(C)CC3)cc2)nc1C#N	i	0.126	78.4
O=C(Cc1csc(NC(=O)c2ccc(=O)[nH]c2)n1)Nc1ccc2c(c1)OCCO2	i	0.0557	35.7
Cn1c(=O)c2c(ncn2CC(=O)c2ccc([N+](=O)[O-])cc2)n(C)c1=O	i	0.0605	43.7
CCOC(=O)c1c(N)sc(C)c1C	i	0.0748	52.4
Cc1cc(-c2nnc(NC(=O)c3ccc(S(=O)(=O)N4CCCCC4)cc3)o2)nn1C	+	0.152*	39.2*
Cn1cc(C(=O)N2CCOCC2)cc(NC(=O)c2ccccc2C(F)(F)F)c1=O	i	0.0848	58.1
C=CCNS(=O)(=O)CCNC(=O)c1cccc(OC)c1	i	0.112	68.6
CN(C)C(CNC(=O)C(=O)Nc1ccc2c(c1)OCO2)c1cccn1C (stereo not given)	i	0.051	53.6
COc1cccc(NC(=O)C(=O)Nc2cc([N+](=O)[O-])ccc2C)c1	i	0.147	70.5
CCOc1ccccc1C(=O)NCC(C)(O)CCSC (stereo not given)	i	0.073	60.7
Cc1cc(C)cc(-n2ccnc(SCC(=O)c3ccc(F)cc3)c2=O)c1	i	0.061	57.8

The list goes on, overlapping the part above by two compounds.
SMILES	AMPAR-TARP mod	AMPAR-TARP mod agonism max-min	AMPAR-TARP mod glutamate slope
CCOc1ccccc1C(=O)NCC(C)(O)CCSC (stereo not given)	i	0.073	60.7
Cc1cc(C)cc(-n2ccnc(SCC(=O)c3ccc(F)cc3)c2=O)c1	i	0.061	57.8
O=C(CN1C(=O)c2ccccc2S1(=O)=O)Nc1ccc(Cl)c([N+](=O)[O-])c1	i	0.175	43.4
CCn1c2ccc(OC)cc2c2nc3ccccc3nc21	i	0.124&0.0588	47.9&89.7
Cc1ccc(-c2csc(NC(=O)c3ccc(S(=O)(=O)C(C)C)cc3)n2)cc1	i	0.105	58.5
O=S(=O)(c1ccc(-c2nc3ccccc3s2)cc1)N1CCCC1	i	0.0328	47.1
Cc1sc(NC(=O)c2ccccc2F)c(CN2CCCCC2)c1C	i	0.136	67.7
CCS(=O)(=O)N1CCC2(CC1)NC(=O)N(Cc1ccc(F)cc1)C2=O	i	0.0815	45.6
O=C(NCc1ccccc1)c1c(NC(=O)C2COc3ccccc3O2)sc2c1CCCC2 (stereo not given)	i	0.0676	-6.0
O=C(NCCn1ncc2c(N3CCN(Cc4ccccc4)CC3)ncnc21)C1COc2ccccc2O1 (stereo not given)	i	0.0517	72.5
COc1ccc(/C=C/C(=O)N(CC2CCCO2)c2nc3c(F)cccc3s2)cc1OC (stereo not given)	i	0.0511	61.2
COc1ccc(N2CC(NC(=O)c3ccccc3C(F)(F)F)CC2=O)cc1 (stereo not given)	+	0.0933*	95.8*
COc1ccccc1-c1ccc(N2CCC(C(=O)NC3CCCCCC3)CC2)nn1	i	0.115	68.9
CCCN1C(=O)NC2(CCN(S(=O)(=O)c3ccc(C)cc3)CC2)C1=O	i	0.0666	31.3
N#C/C(=C\N1CCN(Cc2ccc3c(c2)OCO3)CC1)C(=O)Nc1ccccc1	i	0.117	78.0
OC(COc1cccc2ccccc12)CN1CCOCC1 (stereo not given)	i	0.0425	57.1
O=C(CCc1ccccc1)N(CCN1CCOCC1)c1nc2c(F)cc(F)cc2s1	i	0.0337	55.3
COc1ccc(CNS(=O)(=O)c2cn(C)c(=O)n(C)c2=O)cc1	i	0.0795	63.9
CCOC(=O)CCC(=O)NNC(=O)c1cccn(Cc2ccc(Cl)c(Cl)c2)c1=O	i	0.0552	58.2
CN(C)c1nc2c(c(=O)n(C)c(=O)n2C)n1CC(O)COc1ccc2ccccc2c1 (stereo not given)	i	0.133	55.3
Cc1cc(-c2ccccc2)c2c(n1)sc1c(=O)n(CC(=O)Nc3ccc(F)c(C)c3)cnc12	i	0.119	59.2
CC(C)(C)c1ccc(C(=O)N2CCC3(CC2)NC(=O)N(CCOc2ccccc2)C3=O)cc1	i	0.0817	26.1
CN(C(=O)Cn1cnc(-c2ccccc2)cc1=O)C1CCCCC1	i	0.0739	48.0
Cc1cc(C)cc(-n2nnc3c(=O)n(CC(=O)N4CCCc5ccccc54)cnc32)c1	i	0.119	55.4
CNC(=O)Cn1cc(OC)c(=O)cc1CSc1nnc(C)s1	i	0.0664	54.6
O=C(NCCSc1ncc(-c2ccccc2)[nH]1)NCc1cccs1	i	0.136	50.5
CC(=O)c1ccc(NC(=O)CSc2ncc(S(=O)(=O)c3cccs3)c(N)n2)cc1	i	0.147	65.1

Three compounds picked at random from those above, as already listed:
SMILES	AMPAR-TARP mod	AMPAR-TARP mod agonism max-min	AMPAR-TARP mod glutamate slope
CC(=O)c1ccc(NC(=O)CSc2ncc(S(=O)(=O)c3cccs3)c(N)n2)cc1	i	0.147	65.1
COc1ccccc1-c1ccc(N2CCC(C(=O)NC3CCCCCC3)CC2)nn1	i	0.115	68.9
O=C(NCc1ccccc1)c1c(NC(=O)C2COc3ccccc3O2)sc2c1CCCC2 (stereo not given)	i	0.0676	-6.0

Other results.
SMILES	AMPAR-TARP mod	AMPAR-TARP mod agonism max-min	AMPAR-TARP mod glutamate slope
COc1ccc(S(=O)(=O)N2CCCCC2CC(=O)NCc2cccnc2)cc1 (stereo not given)	i	0.075	62.2
COc1cccc(C(CNC(=O)c2ccc(F)cc2)N2CCOCC2)c1 (stereo not given)	i	0.0274	52.3
COc1cccc(C(=O)Nc2nnc(-c3ccc(C)cc3C)o2)c1	i	0.116	66.1
COC(=O)c1sc(NC(=O)c2ccccc2)c(C#N)c1C	i	0.0659	50.2
CCOC(=O)CN1N=C(c2ccccc2)Cn2c1nc1c2c(=O)n(CC(=O)OCC)c(=O)n1C	i	0.0724	29.9
COc1ccccc1NC(=O)N1CCC(CNC(=O)c2cc(-c3ccccc3)on2)CC1	i	0.0422	31.4
CCc1ccccc1NC(=O)C(=O)NCC1CCN(Cc2cccs2)CC1	i	0.0667	57.7
Cc1nc(-n2nc(-c3ccco3)cc2NC(=O)COc2ccc(F)cc2)[nH]c(=O)c1C	i	0.0985	50.0
CSc1cccc(NC(=O)C(=O)NCC(c2ccco2)N(C)C)c1 (stereo not given)	i	0.0548	96.1
COC(=O)CSc1nc2c(c(=O)[nH]c(=O)n2C)n1CCCOc1ccccc1	i	0.08	58.1
COc1cc(NC(=O)CSc2nc(=O)n(CCO)c3c2CCCC3)cc(OC)c1	i	0.0367	42.2
CCCNC(=O)C(=O)NCC1CCN(C(C)C)CC1	i	0.0962	62.2
COc1cc2[nH]c(=O)n(CCCCC(=O)NCc3ccc(C(F)(F)F)cc3)c(=O)c2cc1OC	i	0.106	49.0
CC1CCCCN1c1ccc(N2CCN(S(=O)(=O)c3ccccc3Cl)CC2)nn1 (stereo not given)	i	0.12	40.6
O=C(Cc1cc(-c2cccs2)on1)NCCCn1ccnc1	i	0.0611	41.9
CCS(=O)(=O)N1CCCc2cc(NS(=O)(=O)c3ccc(OC)cc3)ccc21	i	0.0639	55.3
CCCCn1c2c(c(=O)[nH]c1=O)C(c1cccs1)NC(=O)N2 (stereo not given)	i	0.093	61.7
O=C(CSc1ccc(S(=O)(=O)C(F)(F)F)cc1[N+](=O)[O-])NC1CCS(=O)(=O)C1 (stereo not given)	i	0.0473	53.2
COc1ccc(N2CCCn3c2nc2c3c(=O)n(Cc3ccc(F)cc3)c(=O)n2C)cc1	i	0.0689	33.8
CC1S/C(=C(\C#N)C(=O)NCc2ccco2)N(c2ccc(F)cc2)C1=O (stereo not given)	i	0.122	65.6
CC1CCN(S(=O)(=O)c2ccccc2[N+](=O)[O-])CC1	i	0.117	66.3
COc1ccccc1CNC(=O)Cn1nc(-n2cccn2)ccc1=O	i	0.128	50.2
Nc1sc(SCC(=O)Nc2nccs2)nc1-c1ccccc1	i	0.099	33.3
COc1ccc(S(=O)(=O)Nc2ccc(CC(=O)NC3CC3)cc2)cc1F	i	0.0583	36.6
O=C(COc1ccc(Cl)cc1)N(CCCn1ccnc1)c1nc2c(F)cccc2s1	i	0.0738	65.7

Some of the entries so far, with two lines to a compound:
Results follow in this order: AMPAR-TARP mod, AMPAR-TARP mod agonism max-min, AMPAR-TARP mod glutamate slope
- CCCCn1c2c(c(=O)[nH]c1=O)C(c1cccs1)NC(=O)N2 (stereo not given)
→ i, 0.093, 61.7
- O=C(CSc1ccc(S(=O)(=O)C(F)(F)F)cc1[N+](=O)[O-])NC1CCS(=O)(=O)C1 (stereo not given)
→ i, 0.0473, 53.2
- COc1ccc(N2CCCn3c2nc2c3c(=O)n(Cc3ccc(F)cc3)c(=O)n2C)cc1
→ i, 0.0689, 33.8
- CC1S/C(=C(\C#N)C(=O)NCc2ccco2)N(c2ccc(F)cc2)C1=O (stereo not given)
→ i, 0.122, 65.6
- CC1CCN(S(=O)(=O)c2ccccc2[N+](=O)[O-])CC1
→ i, 0.117, 66.3
- COc1ccccc1CNC(=O)Cn1nc(-n2cccn2)ccc1=O
→ i, 0.128, 50.2

The listing continues:
SMILES	AMPAR-TARP mod	AMPAR-TARP mod agonism max-min	AMPAR-TARP mod glutamate slope
COc1ccc(NC(=O)Cn2cc(-c3nnc(-c4ccccc4)o3)c3ccccc32)cc1	i	0.107	56.6
Cc1cccc(C(=O)Nc2ccc(S(N)(=O)=O)cc2)c1	i	0.0378	50.3
CC1CN(S(=O)(=O)c2ccc3ccccc3c2)CCN1S(=O)(=O)c1ccc2ccccc2c1 (stereo not given)	i	0.061	48.3
COc1ccc(S(=O)(=O)N2CCCc3cc(NC(=O)c4ccc(C)cc4)ccc32)cc1	i	0.109	62.9
O=C(Nc1ccc(N2CCCS2(=O)=O)cc1)c1ccc2c(c1)OCO2	i	0.0399	35.7
COc1ccc(NC(=O)CSc2nnc(-c3ccc(OC)c(OC)c3)n2N)c(OC)c1	i	0.0557	52.2
O=S(=O)(c1cccs1)N1CCCC(C(F)(F)F)C1 (stereo not given)	i	0.064	52.3
CN1C(=O)NC2(CCN(Cc3ccc(Cl)cc3)CC2)C1=O	i	0.0416	36.8
O=C(NCCS(=O)(=O)N1CCN(Cc2ccccc2)CC1)c1ccccc1Cl	i	0.0575	40.4
CCOc1ccc(-c2ccc(=O)n(CCCC(=O)Nc3cccc(C(F)(F)F)c3)n2)cc1	i	0.0315	40.1
CN(C)CCCN1C(=O)C(=O)/C(=C(/O)c2ccc(S(=O)(=O)N(C)C)cc2)C1c1ccccc1F (stereo not given)	i	0.0774	19.1
Cc1cc(NC(=O)C(=O)NCc2ccsc2)no1	i	0.0355	19.0
COc1cc(NC(=O)Nc2ccc3c(c2)CCC(=O)N3)cc(OC)c1	i	0.0861	52.2
COCC(=O)N1CCCc2ccc(NC(=O)c3nc4ccccc4s3)cc21	i	0.118	63.2
COc1cc(C)c(S(=O)(=O)NCCOc2ccc(-c3ccccc3)nn2)cc1C	i	0.0712	42.8
CC(=O)Cn1c(=O)c2c(nc3n2CCCN3c2cccc(C)c2)n(C)c1=O	i	0.088	64.6
CC1Cc2ccccc2N1C(=O)c1cc2ccccc2oc1=O (stereo not given)	i	0.0607	56.4
COc1cccc(C2=NN(C(=O)CCC(=O)O)C(c3ccc4nccnc4c3)C2)c1 (stereo not given)	i	0.137	56.6
CCOc1ccccc1-n1c(C)ccc1-c1ccccc1	i	0.0768	39.7
CCCOc1cn(-c2ccc(F)cc2)nc1C(=O)NCCCn1ccnc1	i	0.164	54.7
O=C(CN1C(=O)c2ccccc2S1(=O)=O)N1CCN(C(=O)c2ccco2)CC1	i	0.073	45.2
CSc1ccc(CC(=O)Nc2nc(-c3ccccc3)c(C(C)=O)s2)cc1	i	0.123	36.5
Nc1cccc(-c2nnc(-c3ccco3)o2)c1	i	0.0991	33.7
Cc1cc(C)n(-c2nc3c(c(=O)n(CC(N)=O)c(=O)n3C)n2Cc2ccc(Cl)cc2)n1	i	0.0419	44.4
O=C(NCc1ccc2c(c1)OCO2)C(=O)NCC1CCN(S(=O)(=O)C2CC2)CC1	i	0.0726	49.1
COc1ccc(S(=O)(=O)N2CCN(c3ccc(-c4cccs4)nn3)CC2)cc1OC	i	0.0481	29.0
O=C(NCCOc1ccc(F)cc1)C1CN(C(=O)c2cccs2)C1	i	0.0452	50.8
